Bioassay records from PubChem BioAssay.
Pf growth 96h = Primary qHTS for delayed death inhibitors of the malarial parasite plastid, 96 hour incubation. Potency, µM (top dose mostly 28.7 µM), for the others: top-dose activity change, negative = inhibition, hits mostly inhibitors. P. falciparum luciferase reporter growth, 96 h. AID 504834, 2011. 320,000 tested, 6.9% active; further: potency means the concentration at half of the fitted maximal effect; on the % scale 0 is the no-effect control and ±100 the full control effect
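Compounds incubated with erythrocytes infected by luciferase-expressing P. falciparum (2% hematocrit, 0.05% parasitemia final) for 96 hours, 37 C in 5% CO2. Growth inhibition scored as decreased luciferase luminescence.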
Giardia FBPA inh = qHTS Assay for Inhibitors of Fructose-1,6-bisphosphate Aldolase from Giardia Lamblia. A8B2U2. purified Giardia FBPA. Potency, µM (top dose mostly 59.6 µM), for the others: top-dose activity, negative = inhibition, most hits filed as inhibitors. 290,000 tested, 0.71% active. AID 2451, 2010; further: potency means the concentration at half of the fitted maximal effect; on the % scale 0 is the no-effect control and ±100 the full control effect; nearly all actives have a fitted effect of over 55% in size
Target sequence (A8B2U2 whole entry, looked up): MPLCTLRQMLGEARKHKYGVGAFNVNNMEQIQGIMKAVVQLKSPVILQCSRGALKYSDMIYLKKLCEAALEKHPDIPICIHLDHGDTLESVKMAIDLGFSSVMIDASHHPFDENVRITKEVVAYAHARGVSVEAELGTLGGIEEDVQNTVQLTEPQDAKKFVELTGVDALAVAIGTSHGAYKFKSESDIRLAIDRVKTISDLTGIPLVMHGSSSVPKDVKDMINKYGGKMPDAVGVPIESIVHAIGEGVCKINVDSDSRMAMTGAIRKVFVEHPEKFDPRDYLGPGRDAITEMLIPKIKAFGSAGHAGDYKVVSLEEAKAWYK
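Giardia FBPA (40 nM reagent) was preincubated 10 min at RT with compound (up to 57.5 uM final), then substrate plus GAPDH/TPI/NAD/arsenate coupling system with diaphorase/resazurin was added; resorufin fluorescence (525/598 nm) was read after 20 min.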
CHX counter = Cycloheximide Counterscreen for Small Molecule Inhibitors of Shiga Toxin. cell reporter, cycloheximide protein synthesis inhibition counterscreen. max response, %. 300,000 tested, 12% active. AID 2314, 2010; in the data active means max response mostly above about 13%, no sharp cut-off; inactive means mostly below about 14%; further: read at 38.3 µM for the half of the compounds with a filed dose; 0% is about no effect
Sm TGR inh = qHTS Assay for the Inhibitors of Schistosoma Mansoni Peroxiredoxins | Potency, µM (top dose mostly 114 µM), inactives show at the highest dose activity change, negative = inhibition, usual class: inhibitors | 360,000 tested, 3% active | purified TGR, DTNB reduction, TNB absorbance 405 nm; further: potency means the concentration at half of the fitted maximal effect; on the % scale 0 is the no-effect control and ±100 the full control effect; nearly all actives have a fitted effect of over 60% in size
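Kinetic colorimetric format: TGR-catalysed, NADPH-driven DTNB reduction monitored via TNB absorbance. Enzyme dispensed at 20 nM; compound exposure 15 min at room temperature before reaction start.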
Pf growth 48h = Primary qHTS for delayed death inhibitors of the malarial parasite plastid, 48 hour incubation | 310,000 tested, 5.9% active | Potency, µM (titrated, usually from 28.7 µM), for inactives: at the top dose activity change, negative = inhibition, most hits filed as inhibitors | P. falciparum luciferase growth in erythrocytes, 48 h; further: potency means the concentration at half of the fitted maximal effect; on the % scale 0 is the no-effect control and ±100 the full control effect
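Luciferase-expressing parasites in RBCs, 2% Hct / 0.1% parasitemia final; RPMI 1640 + 0.5% Albumax; 37 C, 5% CO2, one generation; luminescence read-out, lower signal = inhibition.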
Shiga inhibitor = A qHTS for Small Molecule Inhibitors of Shiga Toxin; Vero cells, Shiga toxin protein synthesis inhibition reporter; inhibition, % at 38.7 µM; 290,000 tested, 9.2% active; AID 2315, 2010; in the data active means inhibition mostly above about 28%, no sharp cut-off; inactive means mostly below about 43%; further: 0% is about no effect
Numbers without * were called inactive; ? = inconclusive; . = no result given; & = joins results of further samples; [ ] = remark or other dose. Unless noted, the call rests on the fitted dose curve; in most records, active means well fitted curve in the direction sought with a large enough effect; inconclusive means small, poorly fitted or top-dose-only effect, or another doubt; inactive means no such curve, though single readings can be large; an effect the other way counts as inactive or inconclusive.

SMILES | Pf growth 96h | Giardia FBPA inh | CHX counter | Sm TGR inh | Pf growth 48h | Shiga inhibitor
[N-]=[N+]=CC(=O)CCCN1C(=O)c2ccccc2C1=O | -14% | 3% | 0 | -6% | 7% | 16
COc1ccc2nc(N3C(=O)CNC3=S)sc2c1 | ? | ? | 51* | 2% | 15% | 50
Cc1cc(C)cc(OCC(O)CN2CCN(Cc3ccc4c(c3)OCO4)CC2)c1 (stereo not drawn) | -8% | -5% | -3 | 0% | 13% | -6
O=C(CCN1C(=O)C2C3C=CC(C4CC34)C2C1=O)Oc1cccc2cccnc12 (stereo not drawn) | -35% | ? | -2 | 4% | ? | -27
Cc1cc(C)c(NS(=O)(=O)c2ccc(NC(=O)CCC(=O)O)cc2)c(C)c1 | ? | 7% | -3 | 1% | 4% | 12
CCN1C(=O)CC(N2CCN(c3ccc(C(=O)c4ccccc4)cc3)CC2)C1=O (stereo not drawn) | . | -9% | 64* | -25% | ? | 106*
COc1ccccc1C(=O)Nc1ccc2c(c1)CC1(C(=O)N(C)C(=O)N(C)C1=O)C1CCCN21 (stereo not drawn) | 2.6µM* | . | -9 | 35µM* | ? | -6
COc1cc(/C=C2/C(=O)NN(c3cccc(Cl)c3)C2=O)cc(OC)c1O | ? | -18% | 0 | ? | -8% | -1
CC(C)Oc1ccc(C2CCC(=O)NC2=O)cc1 (stereo not drawn) | 12% | -4% | -2 | 1% | 17% | -7
CCn1c(SCC(=O)NCC(=O)Nc2ccc(F)cc2)nnc1-c1cccs1 | 70%[activator] | -1% | -3 | 7% | 7% | 18
CC(=O)Nc1cccc(N2CCCC2=O)c1 | . | 0% | 1 | -1% | 12% | -11
CC(C)(C)c1ccc(C(=O)N/C(=C\c2cccc([N+](=O)[O-])c2)C(=O)Nc2cccc(C(=O)O)c2)cc1 | ? | 13% | 0 | ? | 32%[activator] | 14
Cc1cc(C(C#N)c2ccccc2F)n2ncnc2n1 (stereo not drawn) | 20% | -13% | -3 | 0%[57.1 µM] | 24% | -15
Cc1n[nH]c(=O)nc1NC1CCCCC1 | 0% | -7% | 1 | 17% | 5% | -19
CNC(=S)N/N=C/c1cn(CCOc2ccc(OC)cc2)c2ccccc12 | 5.9µM* | 7% | 10 | -3% | ? | 2
COc1cccc(-c2ncc3ccccc3c2COC(=O)c2ccc(C(C)(C)C)cc2)c1 | ? | . | . | -2% | ? | .
Cc1ccc(C)c(S(=O)(=O)N2CCCC2CNC(=O)C(=O)NC2CC2)c1 (stereo not drawn) | 0% | . | . | -3% | ? | .
Cc1ccc(-c2nnn(CC(=O)N(CC(=O)NCc3ccccc3)c3cccc(C)c3C)n2)o1 | ? | 0% | -3 | 22µM* | 15µM* | -2
CCCc1nc(SCc2ccc(OCC)cc2)n[nH]1 | -16% | -12% | 5 | -2% | -18% | 69
Cc1noc(C)c1S(=O)(=O)NCCc1ccc(S(N)(=O)=O)cc1 | ? | 5% | -2 | -24% | 18% | -2
CCN(CC)c1ccc(NC(=O)COc2ccc(N(C)S(=O)(=O)c3cccs3)cc2)cc1 | ? | -10% | -2 | -9% | ? | 9
Cc1cc(NC(=O)COC(=O)COc2ccc(Cl)cc2C)c([N+](=O)[O-])cc1C | 7% | 2% | -1 | -2% | 1% | -7
Cc1ccccc1OCc1nc(-c2ccc(NC(=O)c3cccs3)cc2)no1 | ? | 0% | 50* | 4% | ? | 154*
CCOC(=O)C1C(C(=O)OC)=C(c2ccc(OC)cc2)c2ccccc2N1S(=O)(=O)C(F)(F)F (stereo not drawn) | . | -1% | 1 | . | . | -15
Cc1ccc(S(=O)(=O)C2(C(=O)N3CCN(c4cc(C)ccc4C)CC3)CC2)cc1 | -26% | -2% | -5 | 4% | ? | -17

New compounds follow.
SMILES | Pf growth 96h | Giardia FBPA inh | CHX counter | Sm TGR inh | Pf growth 48h | Shiga inhibitor
COc1ccc(NS(=O)(=O)c2cc(NC(=O)c3ccc(=O)[nH]c3)ccc2N2CCOCC2)cc1 | 2% | -6% | 12 | 10% | 13% | 23
COC(=O)[C@@H](NCc1cccc(CN[C@H](C(=O)OC)c2ccccc2)c1)c1ccccc1 | -26% | 13% | -3 | 16% | ? | -10
CCCCN(C)CCNC(=O)CN1C(=O)CSc2ccc(S(=O)(=O)N3CCOCC3)cc21 | 2% | . | -2 | 1%&1% | 6% | -7
C/C(=N\N=C1\NC(=O)C(CC(=O)Nc2ccc(Cl)cc2)S1)c1ccco1 (stereo not drawn) | ? | 6% | -4 | -10% | -10% | -11
CCOC(=O)CSc1nc2cc(S(=O)(=O)N3CCOCC3)ccc2n1CC | ? | . | . | 0% | 7% | .
N[C@@H](Cc1ccccc1)c1nnc(SCc2ccccc2F)o1 | 15% | 3% | 9 | 4% | 12% | 37
O=C(NC1CCCC1)C(c1ccncc1)N(C(=O)c1csnn1)c1cccc(F)c1 (stereo not drawn) | 5% | 11% | -4 | 4% | 2% | 19
CCOc1ccccc1NC(=O)COC(=O)C(Cc1ccccc1)NC(=O)c1ccco1 (stereo not drawn) | 33%[activator] | . | . | 1% | 36%[activator] | .
Cc1c(C(=O)N2CCN(c3ccccc3)CC2)sc2ncnc(N3CCN(c4ccccn4)CC3)c12 | 30% | -6% | -6 | 3% | ? | -5
COc1ccc(/C=C/C(=O)NC(=S)Nc2ccc(S(=O)(=O)Nc3ccc(OC)nn3)cc2)cc1 | 12% | 7% | 4 | -35% | 22% | 35
Cc1ccccc1N1CCN(C(=S)c2ccc(-c3ccc([N+](=O)[O-])cc3)o2)CC1 | 0% | -2% | -2 | -3% | 0% | 20
CCc1ccc(S(=O)(=O)O)cc1 | -15% | 0% | -7 | . | -13% | -19
O=S(=O)(Nc1ccon1)c1ccc(Br)s1 | ? | . | 2 | -21% | -1% | -23
O=C(NCc1nc(-c2ccccc2)no1)c1ccc(Br)o1 | ? | 0% | -1 | 0% | -3% | -17
O=C(O)c1ccccc1OCc1ccccc1Br | 101%[activator] | 7% | 3 | -12% | 2% | 11
O=C(Nc1cc(S(=O)(=O)N2CCOCC2)ccc1Cl)c1cc2ccccc2o1 | ? | . | . | -1% | ? | .
CC(C)Nc1ccc(Cl)cc1[N+](=O)[O-] | 0% | 4% | 11 | 8% | 8% | -3
COc1ccc(-n2c(CN3CCN(C)CC3)nc3ccc([N+](=O)[O-])cc3c2=O)c(OC)c1 | 23% | -15% | 1 | -27% | ? | 29
COc1ccc(CSCC(=O)N/N=C/c2ccc(OCC(=O)N3CCCCC3)cc2)cc1 | . | 3% | 10 | -17% | -10% | 13
CCOc1ccc(S(=O)(=O)N2CCC(C(=O)NCc3ccccn3)CC2)cc1Cl | -3% | 1% | -2 | -22% | 4% | 3
NC(=O)CSc1nnc(-c2ccc([N+](=O)[O-])cc2)o1 | -4% | -1% | 19* | 6% | -5% | 40
O=C(Nc1ccncc1)Nc1ccncc1 | 31%[activator] | 4% | 8 | 3% | ? | -5
COc1ccc(-c2noc(CCCC(=O)NC3CCCCC3)n2)cc1 | -7% | 6% | -2 | 1% | 3% | 4
O=C(Nc1ccccc1)Nc1cccc(-c2nnco2)c1 | -24% | 6% | 20* | 13% | -5% | 48*
O=C(O)COc1ccccc1/C=N/NC(=O)CSc1nnc(SCc2ccccc2)s1 | 19% | 4% | -2 | 17% | 14% | 11

Next compounds follow:
SMILES | Pf growth 96h | Giardia FBPA inh | CHX counter | Sm TGR inh | Pf growth 48h | Shiga inhibitor
C/C(Cl)=C\Cn1c(O)c(N=NC(N)=S)c2ccccc21 | -14% | -10% | -2 | 2% | ? | -4
CCOC(=O)CSc1ncc(OC)c(Sc2ccc(Cl)cc2)n1 | 5% | 0% | -2 | 5% | 10% | -9
CCOCCCN(C)C1CCN(S(=O)(=O)c2csc(C(N)=O)c2)CC1 | ? | -6% | -5 | 0% | 18% | -6
COc1ccc(C2CC3(CC(C)(C)NC(=S)N3)Oc3cc(O)cc(C)c32)cc1OC (stereo not drawn) | 2% | 0% | 17 | 1% | 15% | -16
CCOC(=O)/C(C#N)=C/c1cc(C)n(-c2ccccc2)c1C | -25% | 5% | 50* | -3% | . | 111*
CC1=CC(C)(C)N2C(=O)C3(C(C#N)=C(N)Oc4cc(O)ccc43)c3cccc1c32 (stereo not drawn) | . | 1% | -3 | -13% | -20% | -9
CCCC(c1nnnn1Cc1ccc(OC)cc1)N1CCN(C(=O)c2ccco2)CC1 (stereo not drawn) | -5% | -3% | 0 | 1% | 0% | -6
CCCCC(C(=O)NCCC(C)C)N(CCCN1CCOCC1)C(=O)c1snc(C(N)=O)c1N (stereo not drawn) | ? | 8% | -2 | 4% | ? | -13
COc1ccccc1-c1cc(C(=O)N/N=C/c2ccc(C)s2)c2ccccc2n1 | 1.5µM* | -8% | 0 | -8% | . | 8
Cc1scc(C(=O)NCc2ccco2)c1-c1ccccc1 | 12% | -10% | 10 | ? | ? | -13
NC(=O)CNC(=O)c1cccc(Cl)c1 | 0% | 7% | -1 | 0% | 7% | 8
Cc1ccc(C(=O)CCC(=O)N(C)CC(=O)Nc2c(Cl)cccc2Cl)cc1 | 22% | . | 1 | -3% | 4% | 13
CCCN=C1NC(=O)C(CC(=O)NCCc2ccccc2)S1 (stereo not drawn) | ? | 5% | 1 | -29% | ? | 11
CC(C)C(=O)NC(=S)Nc1ccc(S(=O)(=O)N(C)C)cc1 | 29% | -1% | 4 | ? | 25% | 13
COc1cccc(N2CCN(C(=O)CN(C)S(=O)(=O)c3ccc4c(c3)c(=O)n(C)c(=O)n4C)CC2)c1 | ? | -13% | -6 | 2% | ? | -20
Oc1ccc(N=Nc2ccc3c(c2)OCCO3)c2cccnc12 | ? | -5% | 44* | -25% | 1µM* | 135*
CC(C)c1ccc(S(=O)(=O)N2CCN(C(=O)[C@@H]3CCCN3C(=O)c3cccs3)CC2)cc1 | 21% | . | . | 3% | 1% | .
O=C(O)c1ccc(/C=N/NC(=O)C(O)(c2ccccc2)c2ccccc2)cc1 | -10% | -11% | -3 | 2% | 16% | -9
CC(C)c1nnc(NC(=O)C2CCN(S(=O)(=O)c3ccc(-n4cnnn4)cc3)CC2)s1 | ? | 1% | 3 | -12% | -2% | -11
CN(C1=C(NC(=O)c2ccc(Cl)cc2)C(=O)c2ccccc2C1=O)c1ccccc1 | ? | ? | 20* | -25% | 1.9µM* | 50*
COC(=O)c1cc(C(=O)c2c(C)cc3ccccn23)cc([N+](=O)[O-])c1 | ? | . | -2 | 6% | 3% | -5
CCn1cc(C(=O)NC(=S)Nc2ccccc2[N+](=O)[O-])cn1 | 32%[activator] | . | 35* | -4% | -6% | 58*

Compound profiles, from the list above. Order of values: Pf growth 96h	Giardia FBPA inh	CHX counter	Sm TGR inh	Pf growth 48h	Shiga inhibitor
`CC(C)c1ccc(S(=O)(=O)N2CCN(C(=O)[C@@H]3CCCN3C(=O)c3cccs3)CC2)cc1` across the screens: 21%	.	.	3%	1%	.
`CCOCCCN(C)C1CCN(S(=O)(=O)c2csc(C(N)=O)c2)CC1` across the screens: ?	-6%	-5	0%	18%	-6
`CC(C)C(=O)NC(=S)Nc1ccc(S(=O)(=O)N(C)C)cc1` across the screens: 29%	-1%	4	?	25%	13
`CCCC(c1nnnn1Cc1ccc(OC)cc1)N1CCN(C(=O)c2ccco2)CC1` (stereo not drawn) across the screens: -5%	-3%	0	1%	0%	-6
`COc1ccc(C2CC3(CC(C)(C)NC(=S)N3)Oc3cc(O)cc(C)c32)cc1OC` (stereo not drawn) across the screens: 2%	0%	17	1%	15%	-16
